# MRP reversal = MRP-mediated drug resistance reversal; H69AR cells + 2 uM doxorubicin, CellTiter-Glo, 72 h; differential viability (reversal), % at 10 µM; actives 0.04% (n = 85,000); AID 602;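 active means viability drop by adding the cancer drug above about 55%, with treated viability meeting a 40% cutoff, limit read from the data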;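 further: viability without doxorubicin minus viability with 2 µM doxorubicin for each compound; larger differential means the compound sensitizes cells more to doxorubicin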
# MRP reversal cytotoxicity = further read-out of MRP reversal, marked with its call; viability, %; H69AR cells, CellTiter-Glo, 72 h; measured here: cytotoxicity without doxorubicin
# MRP reversal with doxorubicin = further read-out of MRP reversal, marked with its call; viability, %; measured here: viability with 2 uM doxorubicin; active compounds read low
# * marks the source's active call; other numbers are inactive results.
SMILES,MRP reversal,MRP reversal cytotoxicity,MRP reversal with doxorubicin
c1ccc2c(c1)OCC(C1=NCCN1)O2 (stereo unspecified),4,82,78
CC(C)[C@@]1(NC(=O)[C@@H]2C[C@@H]3c4cccc5[nH]cc(c45)C[C@H]3N(C)C2)O[C@@]2(O)[C@@H]3CCCN3C(=O)[C@H](Cc3ccccc3)N2C1=O,-4,92,96
C=C1CC[C@@]2(O)[C@H]3Cc4ccc(O)c5c4[C@@]2(CCN3CC2CC2)[C@H]1O5,17,100,83
c1ccc(Cn2ccnc2)cc1,-3,92,96
CC(NC(C)(C)C)C(=O)c1cccc(Cl)c1 (stereo unspecified),2,94,91

# An excerpt from above in order of count of non-hydrogen atoms, rising.
SMILES,MRP reversal,MRP reversal cytotoxicity,MRP reversal with doxorubicin
c1ccc(Cn2ccnc2)cc1,-3,92,96
c1ccc2c(c1)OCC(C1=NCCN1)O2 (stereo unspecified),4,82,78
C=C1CC[C@@]2(O)[C@H]3Cc4ccc(O)c5c4[C@@]2(CCN3CC2CC2)[C@H]1O5,17,100,83

# Single values from the entries so far:
# Under MRP reversal cytotoxicity, c1ccc(Cn2ccnc2)cc1 is listed with 92
# Under MRP reversal with doxorubicin, CC(C)[C@@]1(NC(=O)[C@@H]2C[C@@H]3c4cccc5[nH]cc(c45)C[C@H]3N(C)C2)O[C@@]2(O)[C@@H]3CCCN3C(=O)[C@H](Cc3ccccc3)N2C1=O is listed with 96

# Compound activity (PubChem BioAssay)

# Some of the compounds tested. The share of hits here may be higher or lower than overall.
